# eLon inh: E. coli protease La inhibition. inhibition, % at 7.94 µM. purified E. coli Lon protease, fluorescence polarization. P0A9M0. actives 0.42% (n = 360,000); in the data active = inhibition above about 13%, passing the limit was not always enough;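 also: 0% = enzyme with probe and DMSO and 100% = no enzyme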
# SUMO1 PPI mod: modulators of human SUMO1-mediated protein-protein interactions. P63165. actives 0.33% (n = 360,000). inhibition, % at 20 µM. SUMO1 binding to a labelled peptide, TR-FRET, 1 h. AID 602429; in the data active = inhibition above about 37%
# bovine MsrA act: activates bovine MsrA enzyme; purified bovine MsrA, absorbance read-out; activation, % at 10.6 µM; actives 0.3% (n = 360,000); in the data active = activation above about 7.5%;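 also: 0% = vehicle and 100% = reference activator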
# Scp-1 inhibitor: blocks human Scp-1 phosphatase activity | Recombinant Scp1, phosphopeptide, malachite green phosphate absorbance | AID 493091 | actives 0.88% (n = 340,000) | inhibition, % at 20 µM | Q9GZU7;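 active = inhibition above about 50% at 20 µM, limit read from the data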;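 also: plate controls were DMSO wells with enzyme for no effect and wells lacking enzyme for full effect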
#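 Material – SCP-1 phosphatase catalytic domain, residues 76-261 · Buffer or medium – Acidic Tris acetate buffer with magnesium and detergent · Also added – Phospho 17-mer peptide substrate · Compound – single 20 µM dose, 1% DMSO · Times – 45 min room-temperature reaction, 5 min colour, 30 min stabiliser · Technique – Phosphate-binding colour reagent, absorbance read at 630 nm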
# Tb MetRS inh: Trypanosoma brucei MetRS inhibition; purified T. brucei MetRS, ATP depletion, Kinase-Glo luminescence; inhibition, % at 11.9 µM; actives 0.4% (n = 360,000);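 active = inhibition above a per-plate cutoff of the control wells' mean inhibition plus 3 SD, cut at about 5.5% in these data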;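 also: 0% = DMSO wells median and 100% = median of wells with control inhibitor compound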
#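 Dosing: 11.9 µM compound single dose, 0.9% DMSO; Assay system: purified T. brucei MetRS enzyme; Measured by: Kinase-Glo luciferase luminescence reporting remaining unconsumed ATP; Schedule: 15 min plus 2 h at 25 °C.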
# CendR NRP1 mod: NRP-1/CendR interaction modulation; O14786; FAM-RPARPAR peptide binding to NRP-1, fluorescence polarization; inhibition, % at 25 µM; actives 0.85% (n = 360,000);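 active = inhibition or corrected inhibition above about 18%, plus a signal ratio from 0.5 to 1.5, limit read from the data, passing the limit was not always enough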; also: strong numbers were not always called active
# Target sequence (O14786 whole entry, looked up): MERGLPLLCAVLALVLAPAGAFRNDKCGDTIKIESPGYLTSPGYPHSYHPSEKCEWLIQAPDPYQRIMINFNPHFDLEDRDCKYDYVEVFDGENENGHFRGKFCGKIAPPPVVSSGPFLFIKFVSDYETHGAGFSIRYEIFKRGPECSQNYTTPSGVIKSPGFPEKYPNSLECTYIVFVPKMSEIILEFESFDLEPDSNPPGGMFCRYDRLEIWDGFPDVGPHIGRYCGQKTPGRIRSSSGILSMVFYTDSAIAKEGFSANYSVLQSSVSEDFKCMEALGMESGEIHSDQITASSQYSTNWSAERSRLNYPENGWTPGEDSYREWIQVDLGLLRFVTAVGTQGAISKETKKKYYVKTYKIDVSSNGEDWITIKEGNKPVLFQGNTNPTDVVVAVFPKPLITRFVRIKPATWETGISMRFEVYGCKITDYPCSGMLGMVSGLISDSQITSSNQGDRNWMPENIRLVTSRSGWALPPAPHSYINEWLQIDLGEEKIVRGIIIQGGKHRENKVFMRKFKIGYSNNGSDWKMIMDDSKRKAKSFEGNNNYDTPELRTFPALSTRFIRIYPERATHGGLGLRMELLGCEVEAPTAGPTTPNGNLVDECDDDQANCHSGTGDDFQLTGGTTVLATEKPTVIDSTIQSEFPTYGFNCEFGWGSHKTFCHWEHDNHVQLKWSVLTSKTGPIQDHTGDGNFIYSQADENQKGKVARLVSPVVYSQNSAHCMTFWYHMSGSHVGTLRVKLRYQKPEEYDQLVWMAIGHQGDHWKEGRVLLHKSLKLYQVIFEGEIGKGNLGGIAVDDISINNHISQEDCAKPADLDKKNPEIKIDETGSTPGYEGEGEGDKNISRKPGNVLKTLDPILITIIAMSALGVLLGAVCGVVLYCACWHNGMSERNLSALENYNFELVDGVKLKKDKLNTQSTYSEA
# MsrA inhibitor: bovine MsrA inhibition; purified bovine MsrA, absorbance read-out; inhibition, % at 15.5 µM; actives 0.75% (n = 360,000); AID 651718; in the data active = inhibition above about 4.5%;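 also: 0% = vehicle wells with enzyme and 100% = reference inhibitor wells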
# LMPTP block: LMPTP (human) inhibition | P24666 | recombinant LMPTP-A, OMFP fluorogenic substrate, fluorescence intensity | inhibition, % at 20 µM | actives 0.22% (n = 360,000) | AID 651560;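 active = compounds that cut the enzyme signal by at least half of the control window in the single-dose screen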;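 also: plate controls were DMSO wells with enzyme plus substrate for no effect and substrate without enzyme for full effect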
# Target sequence (P24666 whole entry, looked up): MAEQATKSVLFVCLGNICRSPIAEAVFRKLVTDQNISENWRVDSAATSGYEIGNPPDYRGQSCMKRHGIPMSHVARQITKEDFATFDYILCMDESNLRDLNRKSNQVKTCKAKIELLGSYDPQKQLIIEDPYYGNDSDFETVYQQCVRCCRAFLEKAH
#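 Test system – LMPTP-A phosphatase enzyme · Quantity – 0.625 nM LMPTP-A final · Reagent – OMFP substrate, 400 µM final · Dosing – one test concentration per compound, 20 µM, with 3% DMSO overall · Timing – 50 min enzyme reaction at room temperature, protected from light · Detection – fluorescence intensity · Controls – substrate-only low control, DMSO enzyme-plus-substrate high control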
# DNMT1 inh: blocks human DNA methyltransferase DNMT1; P26358; DNMT1 molecular beacon, Hinp1I cleavage, fluorescence; inhibition (reported as % activation of signal), % at 10 µM; actives 0.83% (n = 360,000); in the data active = inhibition above about 50%
# STEP block: inhibitors of human striatal-enriched phosphatase STEP; P54829; recombinant STEP, OMFP fluorogenic substrate, fluorescence; inhibition, % at 20 µM; AID 588621; actives 0.25% (n = 360,000);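 active = inhibition at 20 µM, scaled per plate between control wells, above about 37%, limit read from the data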;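 also: 0% = DMSO with enzyme and substrate and 100% = substrate only without enzyme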
#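 Material: STEP (striatal-enriched tyrosine phosphatase) enzyme, cell-free | Medium: 50 mM Bis-Tris pH 6.0 with 2.5 mM DTT and 0.005% Tween 20 | Read-out: Percent inhibition scaled to no-enzyme and uninhibited-enzyme controls, plate-pattern corrected | Signal: Fluorescence read at 480 nm ex / 540 nm em | Times: 20 min reaction, room temperature, in the dark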
# An asterisk follows results filed as active; · = no result given.
SMILES,eLon inh,SUMO1 PPI mod,bovine MsrA act,Scp-1 inhibitor,Tb MetRS inh,CendR NRP1 mod,MsrA inhibitor,LMPTP block,DNMT1 inh,STEP block
Cc1cc2c(sc3c(C)ccc(C)c32)c(C)n1,10,4,-2,4,0.1,-4,-0.1,3.6,5,3
CCCN1CCC(NC(=O)Nc2ccc(F)cc2F)CC1,-4,-2,1,-2,-0.8,5,1.2,-0.4,3,1
Cc1nc(-c2ccc(F)cc2)c(CC(=O)N(C)CC(=O)Nc2ccc(F)cc2)s1,1,-21,1,-5,-0.3,8,-0.6,-8.8,-1,1
COC(=O)CCCCCN1C(=O)NC(C2CC2)C(C(=O)OCc2ccccc2)=C1C (centres undefined),8,3,-1,-8,-0.4,-7,0.4,0.1,0,-1
COC(=O)CSc1nnc(CNC(=O)c2cc(OC)cc(OC)c2)n1-c1ccc(F)cc1,-3,0,-2,-5,-0.4,-21,-1.7,-1.2,3,-2
Cc1cc2nc(-c3ccc(SCC(=O)N4CCOCC4)nc3)[nH]c2cc1C,8,10,-5,-3,-1.5,-1,3.0,0.4,-4,13
O=C(/C=C/c1ccc(F)cc1)N1CCN(c2ccccn2)CC1,-4,9,-6,-4,-0.6,-11,-0.2,-0.3,1,1
N#Cc1c(NC(=O)CSc2nc(N)cc(=O)[nH]2)sc2c1CCCCCC2,-4,25,-2,-3,-0.5,-10,0.0,2.0,-7,1
CNC(=O)CSc1nnc(C(C)C)n1C,-7,-2,-4,-9,-1.0,4,0.0,-1.3,1,1
CC(=O)Nc1ccc(S(=O)(=O)N(C)CC(=O)NNC(=O)c2cccs2)cc1,-5,-2,-3,-6,-0.1,-2,-0.7,0.2,-2,-3
CCNC(=O)N1C(CC(=O)OCC)C(=O)NC2CCCCC21 (centres undefined),0,-1,-4,0,-0.6,-6,0.8,0.0,-3,2
CCC(C)C(N)C1=NC(C(=O)N[C@@H](CC(C)C)C(=O)N[C@H](CCC(=O)[O-])C(=O)N[C@H](C(=O)N[C@H]2CCCCNC(=O)[C@H](CC(N)=O)NC(=O)[C@@H](CC(=O)[O-])NC(=O)[C@H](Cc3cnc[nH]3)NC(=O)[C@@H](Cc3ccccc3)NC(=O)[C@H]([C@@H](C)CC)NC(=O)[C@@H](CCCN)NC2=O)[C@@H](C)CC)CS1.[Zn+2] (some centres undefined),-3,27,-4,41,1.0,-185,·,0.1,-10,-15
C[C@]12C(=O)N(c3cccc(F)c3)C(=O)N1[C@@H]1c3ccccc3OC[C@@H]1[C@H]2c1ccccc1,-10,2,-3,-14,-0.3,0,0.1,0.8,-7,2
Cc1ccccc1CN1CCN(CCCc2ccccc2)C(CCO)C1 (centres undefined),8,1,-1,-3,-0.8,-6,-0.8,0.3,-2,0
O=C(CCN1CCN(CCO)CC1)Nc1cccc(Br)c1,5,-1,0,-14,-0.3,-1,-0.3,-1.1,1,1

# One compound at a time (already shown).
# Cc1cc2nc(-c3ccc(SCC(=O)N4CCOCC4)nc3)[nH]c2cc1C is entered as eLon inh = 8; SUMO1 PPI mod = 10; bovine MsrA act = -5; Scp-1 inhibitor = -3; Tb MetRS inh = -1.5; CendR NRP1 mod = -1; MsrA inhibitor = 3.0; LMPTP block = 0.4; DNMT1 inh = -4; STEP block = 13
# COC(=O)CSc1nnc(CNC(=O)c2cc(OC)cc(OC)c2)n1-c1ccc(F)cc1 is entered as eLon inh = -3; SUMO1 PPI mod = 0; bovine MsrA act = -2; Scp-1 inhibitor = -5; Tb MetRS inh = -0.4; CendR NRP1 mod = -21; MsrA inhibitor = -1.7; LMPTP block = -1.2; DNMT1 inh = 3; STEP block = -2

# Further structures follow:
SMILES,eLon inh,SUMO1 PPI mod,bovine MsrA act,Scp-1 inhibitor,Tb MetRS inh,CendR NRP1 mod,MsrA inhibitor,LMPTP block,DNMT1 inh,STEP block
CCOC(=O)C1C(=O)OC2(CCOC(C)(C)C2)C1C(=O)OCC (centres undefined),1,15,-2,-11,-0.5,-2,1.2,-0.5,3,-1
Cc1nc(-c2ccc(NC(=O)c3ccccc3C)cc2)cs1,6,6,-1,3,-1.4,-9,0.6,0.5,-5,1
COc1ccc(CNCC(O)(c2ccc(Cl)cc2)c2ccc(Cl)cc2)cc1,48*,4,4,3,-0.9,-3,0.2,0.4,2,4
COc1ccccc1CN1C(=NC(=O)CCC2CCCC2)SC2CS(=O)(=O)CC21 (centres undefined),1,1,-2,0,0.1,-3,-0.8,0.6,16,-2
COc1ccc(-n2nc3c(c2NC(=O)C24CC5CC(CC(C5)C2)C4)CS(=O)C3)cc1 (centres undefined),0,-2,-3,-3,-1.2,-4,0.0,-1.0,1,-3
Cc1ccc(N2CC(C(=O)N3CCC4(CC3)CC(=O)c3ccccc3O4)CC2=O)cc1C (centres undefined),-7,4,-9,10,-0.7,1,0.6,1.2,0,0
COC(=O)c1cccc(NC(=O)CN2CCc3ccccc3C2)c1,-1,8,-2,-2,1.4,-3,-0.7,-1.6,-1,-1
Cc1ccc(NC(=O)CN(C)S(=O)(=O)c2cccc3cccnc23)cc1,6,8,-2,-6,-0.7,8,-0.8,-1.4,5,1
CC(C)OC(=O)c1c(N)n(CCCN2CCOCC2)c2nc3ccccc3nc12,-10,-7,-10,17,-1.5,-5,3.3,1.0,-4,0
COC(=O)c1cc(F)c(-n2cncn2)c(F)c1,-10,1,-14,-2,-0.6,-1,-1.3,1.0,4,-6
O=C(Cc1ccc(F)cc1)N1CCN=C1SCc1cccc([N+](=O)[O-])c1,3,-2,-2,-11,-0.8,5,0.9,-3.5,0,-3
CCOC(=O)C1=C(O)C(=O)N(CCCn2ccnc2)C1c1ccc(C)cc1 (centres undefined),-6,-1,-7,0,-0.3,0,-0.3,-2.6,4,-2
CC(=O)N1CCSc2ccc(S(=O)(=O)Nc3ccccc3C)cc21,0,3,-2,-2,-0.5,10,0.6,-1.1,-1,0
O=S(=O)(c1ccc(Cl)cc1)N1CCCc2ccccc21,6,1,-5,-9,-0.1,6,-0.6,0.6,-3,1
O=C(CC[C@H]1O[C@@H](n2cnc3c(NC(=O)c4ccccc4)ncnc32)[C@H](O)[C@@H]1O)NCC(c1ccccc1)c1ccccc1,-3,8,-2,·,-0.4,12,2.0,-0.8,21,-1
CC(C)(C)C(=O)CN1C(=O)NC(C)(Cc2ccc3c(c2)OCO3)C1=O (centres undefined),-5,5,-7,5,-0.3,-3,1.0,-1.0,3,0
CCCC(C)c1nc(C(N)=O)c2[nH]c(=O)n(-c3ccc(OC)cc3OC)c2n1 (centres undefined),-4,1,-3,-2,-0.2,1,·,0.5,2,-2
CCOc1ccccc1CN1CCNC(=O)C1CC(=O)NCCN1CCOC1=O (centres undefined),4,0,-2,-6,-0.4,0,-1.1,0.1,-2,1
Cc1ccc(S(=O)(=O)N2CCOC2CNC(=O)C(=O)NCc2ccc(Cl)cc2)cc1 (centres undefined),-5,-1,-5,-5,-0.3,0,1.4,0.3,-4,1
Oc1oc(-c2ccccc2)nc1C=Nc1cccc2ccccc12,-7,-10,-12,-13,-1.1,-12,-0.2,4.1,-10,0
O=C(Nc1cccc(Cc2ccccc2)c1)Nc1cccc2[nH]c([C@@H]3O[C@H](CO)[C@@H](O)[C@H](O)[C@H]3O)nc12,-2,1,-2,·,-0.2,0,1.0,3.4,-1,1
COCCN(C(=O)C1CC(=O)N(Cc2ccc(C)cc2)C1)c1c(N)n(CC(C)C)c(=O)[nH]c1=O (centres undefined),-3,1,6,0,-0.4,8,-0.2,0.6,-2,-3
CSc1ccc(S(=O)(=O)Nc2ccccc2C(=O)N2CCOCC2)cc1,-9,4,-3,-10,-0.1,1,-0.2,-0.7,-1,-4
CN(CC(=O)Nc1cc(Cl)ccc1C#N)C1CCS(=O)(=O)C1 (centres undefined),-18,-1,-2,-10,-0.2,-9,-1.0,-0.8,4,-2
COc1ccc(NC(=O)C2CCC(=O)N2S(=O)(=O)c2ccc(C)cc2)cc1Cl (centres undefined),-2,5,1,-7,0.5,16,0.7,0.2,0,1
Cc1ccc(-c2nc3ccc(Br)cn3c2Cc2ccccc2C(F)(F)F)cc1,-6,-4,-6,·,-0.4,-23,-0.4,0.9,9,-2
CCCCn1c2ccc(F)cc2c2nnc(SCCN3CCOCC3)nc21,7,-22,0,-12,-0.7,6,-1.1,-1.4,-1,5
CCOC(=O)CN1C(=O)NC2(CCCc3ccccc32)C1=O (centres undefined),-2,5,-3,1,0.7,3,-0.7,-0.4,-1,2
COCCNC(=O)Cn1nc(C(F)(F)F)c(Br)c1C,-4,-4,-3,-8,-0.8,-5,0.9,-1.8,-1,-9
COc1cc(NC(=O)Cc2c(C(=O)O)[nH]c3ccccc23)cc(OC)c1OC,2,11,-2,-12,0.1,-2,-0.5,-2.6,-2,3
O=C(CSc1ccccc1)N1CCN(c2ccccc2)CC1,6,-1,-2,-7,-1.1,13,-0.9,-0.2,4,-3
Cc1ccn2cc(C(=O)N3CCN(c4cnn(-c5ccccc5)c(=O)c4Cl)CC3)nc2c1,1,-18,-8,1,-0.3,1,1.7,-0.3,-2,-2
O=C(Nc1ccc2ccccc2c1)N1CCCN(CCOc2ccccc2)CC1,3,-3,-3,1,-0.3,5,-1.4,-1.4,0,-1
Cc1nnnn1/C(=C\c1ccccc1)C(=O)OCC(=O)N1CC2(C)CC1CC(C)(C)C2 (centres undefined),-3,3,-1,-7,-0.3,-3,-1.4,-0.5,0,2
O=C(O)C(C(O)c1ccccc1)[n+]1ccccc1 (centres undefined),-1,2,-2,0,-0.1,8,0.1,-1.6,2,-1
CCOC(=O)CSc1cn2c(n1)CCC2,-3,-4,-4,0,-1.1,-4,-1.2,-1.1,0,-5
Cc1ccc(-n2nc3c(N4CCC(C(=O)NCCc5ccco5)CC4)nnc(C)c3c2C)cc1,-15,15,-6,3,0.7,-41,1.4,48,1,4
CC(=O)CC1c2cc(F)ccc2C=C(c2ccsc2)N1c1ccc(C#CC2(O)CCCCC2)cc1 (centres undefined),4,1,-3,·,-0.1,4,0.9,3.5,·,·
O=C(CSc1nnnn1C1CCCCC1)Nc1nc2c(s1)CCCC2,-9,-1,1,2,-1.0,-5,-0.7,2.1,-2,2
COC(=O)C1=C(C(=O)OC)[C@@H]2N(Cc3ccccc3)c3ccccc3[C@@]23C[C@@H](C(=O)OC)N(C(=O)COCc2ccccc2)C3=N1,0,5,-2,-10,-0.1,3,·,0.6,0,5
COc1ccc(S(=O)(=O)NCc2ccncc2)cc1OC,-7,-2,0,0,-0.7,0,-0.6,-1.0,0,-2
OC[C@@H]1CN(Cc2ccc(Cl)cc2)C[C@H](n2cnc3c(NC4CCCC4)ncnc32)O1,-25,-5,-2,·,-0.2,-6,-0.8,-0.3,1,0

# Assay outcomes (PubChem BioAssay)
